Giardia kill: Small Molecules that selectively kill Giardia lamblia: qHTS; Giardia lamblia trophozoite viability; activity change, % at 7.66 µM, hits read low; actives 0.15% (n = 340,000); in the data active = activity change below about -80%; inconclusive = between about -30% and that limit;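 note: parasites exposed to compound for two days anaerobically before the ATP read; % is set by controls: 0 for no effect and ±100 for the full control effect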
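ATP-content bioluminescence gauges trophozoite survival. Cells (100/well) receive compound and incubate anaerobically for 48 hrs at 37 deg C; detection reagent follows for 15-30 min at room temperature.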
p53 reactivator: qHTS assay for re-activators of p53 using a Luc reporter. H1299 p53-A138V BP100-luciferase reporter, luminescence, 24 h. Potency, µM (top dose mostly 92.2 µM), for inactives: at the highest dose activity change, positive = activation, most hits filed as activators. actives 0.063% (n = 320,000). AID 504706, 2011; note: potency is the fitted concentration of half-maximal effect; % of control where 0% means no effect; nearly all actives have a fitted effect of over 45% in size
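p53-null H1299 cells stably carrying temperature-sensitive p53-A138V and a BP100-luciferase reporter were pinned with compounds (4-point, 1:5 series) and held 24 hrs at 37 deg C. Luminescence was read 10 min after detection reagent.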
Menin-MLL TR inh: qHTS Assay for Inhibitors Targeting the Menin-MLL Interaction in MLL Related Leukemias: Competition With Texas Red Labeled MLL-derived Mutant Peptide; O00255; Menin + Texas Red MLL mutant peptide, fluorescence polarization; Potency, µM (titrated, usually from 61.6 µM), inactives show top-dose FP activity change, negative = inhibition, hits mostly inhibitors; actives 0.23% (n = 270,000); AID 1768, 2009; active = well fitted inhibition curve with a large enough effect in the polarisation, with a control signal flat, not every such curve was filed as active; inconclusive = small, poorly fitted or top-dose-only effect, or effect the other way, or a change in a side signal; inactive = no such curve, though single readings can be large or run the other way; the % refers to the polarisation; note: potency is the fitted concentration of half-maximal effect; % of control where 0% means no effect; many of its hits are not listed in these tables
NPC1 prom act: qHTS Assay for NPC1 Promoter Activators; Huh7 NPC1 promoter luciferase reporter, 24 h; Potency, µM (doses to about 9.22 µM), for the others: at the top dose activation, usual class: activators; actives 2.4% (n = 320,000);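 note: potency is the fitted concentration of half-maximal effect; % of control where 0% means no effect; nearly all actives have a fitted effect of over 60% in size; reporter is driven by a mutant NPC1 promoter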
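Compounds in DMSO were transferred onto Huh7 NPC1-luciferase reporter cells pre-incubated 2 h; after 24 h at 37 °C, Amplite reagent was dispensed and luminescence recorded 10 min later.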
ELG1 genotoxic: qHTS screen for small molecules that induce genotoxicity in human embryonic kidney (HEK293T) cells expressing luciferase-tagged ELG1; HEK293T ELG1-luciferase reporter, luminescence, 16 h; Potency, µM (highest dose often 46 µM), for inactives: top-dose activity change, positive = activation, usual class: activators; actives 1.3% (n = 330,000); AID 504466, 2011; note: potency is the fitted concentration of half-maximal effect; % of control where 0% means no effect; nearly all actives have a fitted effect of over 60% in size
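ELG1-luciferase HEK293T cells, 2,000/well; compound pinned in; 16 hr, 37 °C, 5% CO2; ONE-Glo, 30 min RT; luminescence on CCD imager.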
Gal4-VP16 FLuc: VP16 counterscreen qHTS for inhibitors of ROR gamma transcriptional activity. Drosophila S2 Gal4-VP16 UAS-luciferase, luminescence, 20 h. Potency, µM (titrated, usually from 53.6 µM), without a hit: at the highest dose activity, negative = inhibition, actives largely listed as inhibitors. actives 3.5% (n = 310,000). AID 2546, 2010;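 note: Gal4-VP16 expression switched on by copper sulfate through the metallothionein promoter; potency is the fitted concentration of half-maximal effect; % is set by controls: 0 for no effect and ±100 for the full control effect; nearly all actives have a fitted effect of over 50% in size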
BRCA1 expr act: qHTS Assay to Identify Small Molecule Activators of BRCA1 Expression; MCF7-BRCA1-FFLuc reporter, luminescence, 48 h; response scale: scaled: vehicle 0%, 10 µM genistein 100%; Potency, µM (highest dose often 46.1 µM), for inactives: top-dose activation, hits mostly activators; actives 1.1% (n = 380,000); note: potency is the fitted concentration of half-maximal effect; nearly all actives have a fitted effect of over 80% in size; some results filed as inactive show a strong effect at the top dose
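Quantitative HTS in MCF7 cells stably reporting BRCA1 expression via firefly luciferase. Compound treatment lasts 48 h at 37 °C in phenol-red free MEM. Activation is expressed relative to genistein at 10 microM and DMSO.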
PKM2 activator: qHTS Assay for Activators of Human Muscle isoform 2 Pyruvate Kinase; Pyruvate kinase PKM (Homo sapiens), P14618; purified PKM2, Kinase-Glo ATP luminescence, activation; response scale: 0% is enzyme alone, no compound; Potency, µM (top dose mostly 57.5 µM), for inactives: top-dose activation, hits mostly activators; actives 0.34% (n = 260,000); AID 1631, 2009; note: potency is the fitted concentration of half-maximal effect; % is set by controls: 0 for no effect and ±100 for the full control effect; nearly all actives have a fitted effect of over 55% in size
Target sequence (P14618 whole entry, looked up, canonical isoform): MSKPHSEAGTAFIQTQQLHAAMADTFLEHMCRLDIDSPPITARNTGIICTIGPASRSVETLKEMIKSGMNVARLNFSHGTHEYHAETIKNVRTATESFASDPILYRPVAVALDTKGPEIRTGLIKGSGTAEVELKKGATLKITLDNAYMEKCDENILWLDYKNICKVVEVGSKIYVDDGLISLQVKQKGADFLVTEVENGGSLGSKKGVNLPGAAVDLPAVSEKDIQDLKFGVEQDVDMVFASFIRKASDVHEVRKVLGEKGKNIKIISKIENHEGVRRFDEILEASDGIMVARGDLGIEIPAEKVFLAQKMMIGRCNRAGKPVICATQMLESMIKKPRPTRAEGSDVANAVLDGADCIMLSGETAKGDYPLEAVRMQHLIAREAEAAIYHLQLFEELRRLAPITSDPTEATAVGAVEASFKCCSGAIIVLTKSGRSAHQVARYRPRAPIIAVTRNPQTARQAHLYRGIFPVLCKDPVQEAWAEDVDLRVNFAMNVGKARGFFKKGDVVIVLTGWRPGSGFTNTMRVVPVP
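Purified hPK-M2 (>95% pure) converted ADP (0.1 mM final) to ATP with 0.5 mM PEP in 50 mM imidazole pH7.2, KCl, MgCl2, Tween 20, BSA; 1 h at room temperature. ATP detected by Kinase-Glo luminescence.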
FLuc modulator: qHTS profiling assay for firefly luciferase inhibitor/activator using purifed enzyme and Km concentrations of substrates (counterscreen for miR-21 project); Luciferin 4-monooxygenase (Photinus pyralis), P08659; Potency, µM (titrated, usually from 57.5 µM), inactives show at the highest dose activity change, negative = inhibition, most hits filed as inhibitors; actives 6.9% (n = 360,000); purified FLuc, Km substrates, luminescence inhibition;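 note: potency is the fitted concentration of half-maximal effect; plate controls were vehicle for no effect and reference inhibitor for full effect; nearly all actives have a fitted effect of over 55% in size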
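Purified P. pyralis luciferase, 10 nM final, with Km-level 10 uM D-luciferin and 10 uM ATP in 50 mM Tris acetate pH 7.5, 10 mM Mg acetate, 0.01% Tween-20, 0.05% BSA; 6-point qHTS titration about 60 µM downward; luminescence read.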
RORg inh: qHTS for inhibitors of ROR gamma transcriptional activity. actives 5.4% (n = 310,000). Nuclear receptor ROR-gamma (Mus musculus), P51450. Drosophila S2 Gal4-RORgamma UAS-luciferase reporter, 20 h. AID 2551, 2010. Potency, µM (top dose mostly 53.6 µM), without a hit: at the top dose activity change, negative = inhibition, most hits filed as inhibitors; note: potency is the fitted concentration of half-maximal effect; % is set by controls: 0 for no effect and ±100 for the full control effect; nearly all actives have a fitted effect of over 60% in size
Target sequence (P51450 whole entry, looked up, the tested form may be a part): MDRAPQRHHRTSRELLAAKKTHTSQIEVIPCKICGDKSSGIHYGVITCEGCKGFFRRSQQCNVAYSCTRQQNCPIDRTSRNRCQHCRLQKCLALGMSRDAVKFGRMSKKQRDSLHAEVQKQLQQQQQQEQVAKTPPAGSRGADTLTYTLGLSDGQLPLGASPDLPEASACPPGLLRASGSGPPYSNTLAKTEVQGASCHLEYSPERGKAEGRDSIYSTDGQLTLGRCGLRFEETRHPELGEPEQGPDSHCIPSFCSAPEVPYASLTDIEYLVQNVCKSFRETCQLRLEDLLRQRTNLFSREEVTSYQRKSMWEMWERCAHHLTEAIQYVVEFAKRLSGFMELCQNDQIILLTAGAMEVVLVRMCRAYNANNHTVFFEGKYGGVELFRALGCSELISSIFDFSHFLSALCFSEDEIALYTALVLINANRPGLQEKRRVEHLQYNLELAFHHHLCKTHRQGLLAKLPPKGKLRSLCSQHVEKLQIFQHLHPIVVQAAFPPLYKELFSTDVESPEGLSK
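Compounds are pin-transferred onto Drosophila Schneider cells expressing a copper-inducible Gal4–ROR gamma transactivation domain fusion. After 1 hr, copper sulfate is added to 700 uM final; luciferase is read 20 hr later.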
Rab9 promoter act: qHTS Assay for Rab9 Promoter Activators; actives 2.8% (n = 320,000); AID 485297, 2010; Potency, µM (highest dose often 9.22 µM), for the others: at the highest dose activation, negative = inhibition, hits mostly activators; Huh7 Rab9 promoter-luciferase reporter, luminescence, 24 h; note: potency is the fitted concentration of half-maximal effect; % of control where 0% means no effect; nearly all actives have a fitted effect of over 60% in size
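Cells were plated at 1500 per well in reduced-serum medium with 10% FBS and left 2 h. Compound in DMSO was then added for 24 h at 37 °C. Reporter signal was read by luminescence after 10 min with luciferase detection reagent.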
* = called active by the depositor; ? = inconclusive; nt = not tested or not shown; [ ] = remark or other dose. Unless noted, calls come from the whole dose curve; as a rule, active = well fitted curve in the direction sought with a large enough effect; inconclusive = small, poorly fitted or top-dose-only effect, or another doubt; inactive = no such curve, though single readings can be large; an effect the other way counts as inactive or inconclusive. Not all compounds are listed; rates above refer to the full screens.

SMILES | Giardia kill | p53 reactivator | Menin-MLL TR inh | NPC1 prom act | ELG1 genotoxic | Gal4-VP16 FLuc | BRCA1 expr act | PKM2 activator | FLuc modulator | RORg inh | Rab9 promoter act
N#Cc1nc(COc2ccccc2Cl)oc1NCc1ccco1 | -12 | 0% | 24% | -5% | 4% | -4% | -3% | 18% | -10% | ? | 1%
CC(C)(C)n1ncc2c(=O)n(CC(=O)N3CCN(c4ccccc4)CC3)cnc21 | 4 | 4% | 3% | -3% | 1% | 7% | 3% | 2% | 0% | 37% | -8%
CC1=C(C(=O)N(C)C)C(c2ccccc2OC(F)F)NC(=O)N1 (centres undefined) | 12 | -3% | -29% | 0% | 0% | 14% | -5% | 2% | 2% | -1% | -1%
COc1ccccc1CNC(=O)C1CCN(S(=O)(=O)c2ccc3nc4c(c(C(=O)O)c3c2)CCCC4)CC1 | -21 | 6% | nt | -2% | 4% | -3% | 8% | nt | 3% | 0% | -2%
OCCCNc1nc(-c2ccc(Br)cc2)nnc1-c1ccc(Cl)cc1 | 2 | -9% | 20% | -4% | 2% | -7% | -31% | 2% | 0% | ? | 0%
Cc1cc(C)cc(NC(=O)Oc2ccccc2N2CCCCC2)c1 | 7 | -1% | nt | -3% | -2% | 6% | -5% | -5% | 1% | -3% | -2%
COc1cccc(-c2nn(-c3ccccc3)cc2C(=O)Nc2nccs2)c1 | 7 | -16% | ? | -2% | -29% | 18µM* | -55% | 2% | ? | 6.3µM* | 0%
COc1ccc(S(=O)(=O)N(CC(=O)NCc2ccncc2)Cc2ccccc2)cc1 | 17 | -11% | -18% | -1% | -11% | -10% | -15% | nt | 3% | -26% | 0%
O=C1C2C(c3ccccc3)CC=CC2[C@H](c2cccc([N+](=O)[O-])c2)N1Cc1ccccc1 (some centres undefined) | -23 | -5% | nt | -7% | -11% | -16% | -28% | -3% | 0% | 5% | -11%
CC1CCCCC12NC(=O)N(CC(=O)N1CCN(S(=O)(=O)/C=C/c3ccccc3)CC1)C2=O (centres undefined) | -8 | 0% | nt | 1% | 2% | nt | 1% | nt | 3% | nt | -4%
CC1CN(S(=O)(=O)c2cccc(C(=O)NCCCn3ccnc3)c2)CC(C)O1 (centres undefined) | 0 | nt | 18% | nt | nt | -20% | 3% | 4% | 0% | -8% | nt
Cc1ccc(-c2cccc(CN3CCN(C(C)C)C(CCO)C3)c2)o1 (centres undefined) | -6 | -2% | -20% | -4% | -1% | 12% | -3% | 20% | -2% | 12% | -15%
Cn1cnnc1SCC(=O)c1ccc2c(c1)OCCO2 | -6 | 7% | 2% | -2% | 17% | 21% | 1% | 6% | -15% | 14% | -4%
Cc1cccc(C(=O)NC2CCN(C(=O)Nc3ccccc3C)CC2)c1 | -21 | 0% | -14% | -7% | 0% | 5% | -28% | -1% | 5% | 13% | -2%
Cc1ccc(S(=O)(=O)N[C@@H](CC(C)C)C(=O)N2CCC(C(=O)N[C@@H](Cc3ccccc3)C(=O)O)CC2)cc1 | -11 | 13% | -5% | 7% | 1% | 4% | 26% | 1% | -1% | -9% | 2%
CC(C)[C@H](NC(=O)[C@H]1N2C(=O)c3ccccc3C2SC1(C)C)C(=O)NCc1ccco1 (some centres undefined) | 0 | -6% | nt | -2% | -3% | 17% | -4% | nt | -1% | 37% | -5%
CCOC(=O)N1CCN(C(=O)c2cn(C)c3ccc(S(=O)(=O)N(CC)CC)cc3c2=O)CC1 | -16 | -1% | -3% | 5% | 0% | -1% | 11% | nt | 1% | -13% | 3%
CCC(=O)N1CCN(c2ccccc2NC(=O)COc2cccc(C)c2C)CC1 | -8 | -7% | nt | 0% | -24% | 4% | -30% | 0% | 1% | -3% | -1%
O=C(NCc1cccnc1)c1ccc([N+](=O)[O-])o1 | -90* | -11% | 5% | -3% | -6% | -21% | -81% | 11% | 5% | -38% | 0%
O=C(Nc1ccc(S(=O)(=O)N2CCCC2)cc1)C1COc2ccccc2O1 (centres undefined) | 9 | ? | 15% | 0% | 6% | 6% | -15% | 10% | 2% | 24% | 2%
CCO/C([O-])=N/c1sn[n+](C)c1C | 6 | 4% | nt | 3% | 1% | 3% | -6% | 2% | 5% | 15% | -5%
COc1cc(CCC(=O)OCC(=O)Nc2ccc(F)c(F)c2F)cc(OC)c1OC | -3 | 1% | 2% | 0% | 3% | 0% | 0% | nt | 0% | -6% | 5%
CC(Sc1ccc(Cl)cc1)C(=O)NNC(=O)c1ccncc1 (centres undefined) | -17 | 2% | nt | -14% | 3% | nt | -3% | nt | 0% | nt | 2%
COc1ccc(/C=N/n2cnc3scc(-c4cccs4)c3c2=O)cc1OC | 8 | -3% | 0% | -2% | -3% | 3% | -18% | 2% | 0% | 31% | -9%
CC(OC(=O)c1ccc2ncsc2c1)C(=O)N1CCCC1 (centres undefined) | nt | 0% | -10% | -1% | 5% | 6% | nt | -3% | 0% | 11% | -1%
COC(=O)C1=C(C)N(Cc2ccccc2)C(=NCC2CC2)N[C@H]1c1ccc(Br)cc1 | nt | nt | ? | 0% | nt | ? | nt | -1% | 1% | ? | -12%
COC(=O)CCP(=O)(O)Cc1ccccc1CP(=O)(O)CCC(=O)OC | -8 | -4% | 6% | -1% | -3% | 8% | 1% | 4% | 2% | 0% | 2%
Cc1ccc2c(cnn2C(=O)CCC(=O)N2CCCCC2)c1 | -3 | 2% | -11% | -1% | -14% | 4% | 2% | -2% | 12µM* | -10% | 1%
O=C(O)CN1C(=O)c2ccc(Oc3ccc([N+](=O)[O-])cc3)cc2C1=O | 8 | 13% | 24% | 2% | -3% | 0% | 4% | 4%[11.5 µM] | 2% | -1% | -2%
CC(NS(=O)(=O)c1ccc(Br)cc1)C(=O)NCc1ccco1 (centres undefined) | -4 | 8% | 7% | -4% | -1% | -16% | 14% | -3% | -3% | 3% | -2%
COc1cc(S(=O)(=O)NCc2ccccc2Cl)ccc1-n1cnnn1 | 5 | -2% | -2% | 0% | 1% | 0% | -22% | 15% | 1% | ? | 0%
CC1CCCN(C(=O)c2cccc(S(=O)(=O)N3CCCC3)c2)C1 (centres undefined) | -5 | ? | nt | -1% | -1% | nt | -25% | nt | 7% | nt | -8%
COc1ccc(-c2cccc(C(=O)Nc3ccc(C)cc3)c2)cc1 | -4 | 0% | nt | -4% | 0% | -3% | 5% | -1% | -18% | 5% | 3%
CCC(C(=O)N1CCCC1)n1nc(C)c2c(C)n(-c3ccccc3)nc2c1=O (centres undefined) | -3 | 2% | -13% | 0% | 0% | 9% | -7% | nt | -1% | -17% | -4%
O=c1oc2cc(S(=O)(=O)NCCCO)ccc2c2ccc(S(=O)(=O)NCCCO)cc12 | -17 | 3% | nt | 1% | 1% | -7% | 14% | 14µM* | 2% | 0% | -2%
CC1CC(=O)Nc2ccccc2N1C(=O)COc1cc(Cl)ccc1Cl (centres undefined) | 9 | 1% | nt | -3% | 1% | nt | -3% | nt | 0% | nt | -1%
Cc1cc(Nc2ccc(Cl)cc2)n2ncnc2n1 | 10 | -11% | -6% | -3% | 11% | 5% | -14% | -1%[11.5 µM] | 4% | -3% | 3%
COc1ccccc1C(=O)Nc1c2c(nn1-c1cccc(C)c1C)CS(=O)(=O)C2 | -6 | ? | ? | -4% | 14% | nt | -19% | -1% | -1% | -13%[0.365 µM] | -3%
CC(=O)Nc1cccc(NC(=O)c2cc(-c3ccccn3)nc3ccc(Cl)cc23)c1 | 4 | -3% | 48%[activator] | 2% | -4% | ? | -16% | -10% | 4% | ? | 2%
